# N370S GC mod – inhibits or activates N370S mutant glucocerebrosidase; P04062; N370S GC spleen homogenate, 4MU-glucoside fluorescence; Potency, µM (highest dose often 59.4 µM), for the others: top-dose activity change, negative = inhibition, hits mostly inhibitors; 330,000 tested, 0.092% active; AID 2101;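 further: 0% = full enzyme activity and -100% = no enzyme basal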
# DT40 TDP1 no CPT – qHTS for Inhibitors of human tyrosyl-DNA phosphodiesterase 1 (TDP1): qHTS in cells in absence of CPT. DT40 Tdp1-/- hTDP1 cells, no CPT, ATP luminescence, 48 h. Potency, µM (top dose mostly 46.2 µM), for inactives: at the highest dose activity change, negative = growth inhibition, most hits filed as inhibitors. 420,000 tested, 15% active; further: nearly all actives have a fitted effect of over 55% in size
#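 Growth kinetics read by CellTiter-Glo luminescence after ≥48 hr at 37 °C. Cells: DT40 Tdp1-/- stably carrying human TDP1, 400 per well, compound exposure in the absence of CPT (DMSO vehicle).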
# TDP1 inh – TDP1 (human) enzyme inhibition; Q9NUW8; recombinant TDP1, AlphaScreen DNA substrate cleavage; Potency, µM (series often up to 130 µM), inactives show at the highest dose activity change, negative = inhibition, actives largely listed as inhibitors; 350,000 tested, 0.28% active; further: nearly all actives have a fitted effect of over 40% in size
# Target sequence (Q9NUW8 whole entry, looked up): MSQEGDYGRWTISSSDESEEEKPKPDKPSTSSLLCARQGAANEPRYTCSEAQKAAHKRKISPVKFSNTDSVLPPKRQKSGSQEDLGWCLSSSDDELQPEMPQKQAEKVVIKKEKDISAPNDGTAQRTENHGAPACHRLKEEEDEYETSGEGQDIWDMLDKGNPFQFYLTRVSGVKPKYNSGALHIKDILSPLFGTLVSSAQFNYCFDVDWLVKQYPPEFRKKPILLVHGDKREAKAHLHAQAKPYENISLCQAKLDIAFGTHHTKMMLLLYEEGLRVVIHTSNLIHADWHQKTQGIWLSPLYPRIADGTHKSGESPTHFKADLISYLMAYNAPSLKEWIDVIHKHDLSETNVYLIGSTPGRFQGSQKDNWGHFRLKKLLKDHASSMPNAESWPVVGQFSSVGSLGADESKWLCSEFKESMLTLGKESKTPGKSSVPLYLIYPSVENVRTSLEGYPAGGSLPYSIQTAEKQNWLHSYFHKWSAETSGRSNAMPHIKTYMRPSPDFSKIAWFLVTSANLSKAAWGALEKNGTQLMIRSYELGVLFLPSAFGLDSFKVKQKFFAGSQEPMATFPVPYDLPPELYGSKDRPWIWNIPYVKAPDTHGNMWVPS
#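 Compounds were preincubated with Tdp1 (1 nM final) for 15 min at room temperature before substrate (15 nM final) started a 5 min reaction; beads (10 ug/ml final) were then added for 10 min before AlphaScreen detection.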
# * = called active by the depositor; ? = inconclusive; . = not tested or not shown; & = joins results of further samples; [ ] = remark or other dose. The call rests on the fitted dose curve; in most records, active means well fitted curve in the direction sought with a large enough effect; inconclusive means small, poorly fitted or top-dose-only effect, or another doubt; inactive means no such curve, though single readings can be large; an effect the other way counts as inactive or inconclusive. Unless noted, on the % scale 0 is the no-effect control and ±100 the full control effect; potency means the concentration at half of the fitted maximal effect.
Structure	N370S GC mod	TDP1 inh	DT40 TDP1 no CPT
C=CCC(Nc1ccc(OC)cc1)C(=O)OCC (stereo not given)	4%	6%	.
O=C(Nc1ccc(Nc2ccccc2)cc1)c1ccco1	-2%	7%	21µM*
CC(C)CCNC(=O)NC(=O)CSc1nnc(-c2ccccc2Br)o1	18%	3%	?
CCOP(=O)(OCC)C(O)c1cc(OC)c(OC)c(OC)c1 (stereo not given)	26%	-2%	-17%
C=CCN(CC=C)C(=O)Nc1ccc2nc(C)sc2c1	8%	1%	21µM*
O=c1oc2ccccc2n1CCn1c2ccccc2c2nc3ccccc3nc21	6%	-3%	5.8µM*
Cc1ccc(C(=O)N/C(=C\c2cn(S(=O)(=O)N(C)C)c3ccccc23)C(=O)NCCCN2CCOCC2)cc1	?	3%	?
O=c1[nH]nc(N/N=C/c2ccccc2OC(F)F)c(=O)[nH]1	1%	-3%	10%
O=C1CCCc2c1nc(-c1ccccc1)n2O	3%	2%	-3%
CN(C(=O)CCN1C(=O)c2ccccc2C1=O)c1ccccc1	-2%	3%	-4%
Cc1ccc(-n2ncc3c(=O)n(CC(=O)N(C)C)cnc32)cc1C	5%	7%	3%
CCc1nc(NC(=O)Cc2csc(C)n2)sc1C(=O)OC	0%	.	9%
S=C(NCCc1ccccn1)Nc1ccc(Cl)cc1	-1%	8%	18µM*
CCOc1c(C(=O)CC)cc2c(C)cc(=O)oc2c1C	-2%	2%	-2%
CCN(CC)CCN(C(=O)c1ccc([N+](=O)[O-])cc1)c1nc2c(OC)cccc2s1	-2%	0%	?
CN(C)c1ccc(N=Nc2ccccc2C(=O)OCC(=O)N(C)C2CCCCC2)cc1	8%	10%	-14%
Cc1nc(SCC(=O)CC(=O)OC(C)C)c(C#N)c(C)c1C	-12%	4%	?
CC1CCC(NCC(=O)Nc2cccc(S(N)(=O)=O)c2)CC1 (stereo not given)	4%	.	3%
CS(=O)(=O)NCCNC(=O)c1cc(OCC(F)(F)F)ccc1OCC(F)(F)F	6%	7%	22%
Cc1ccc2[nH]c3c(=O)n(CCCN4CCN(C)CC4)cnc3c2c1	1%&-1%	10%&-5%	-11%
COc1ccccc1/C=C/C(=O)NCC(=O)N/N=C/c1ccc(C)o1	-8%	-1%	-9%
Cc1nc(NC(=O)c2ccco2)sc1-c1csc(Nc2ccc(Cl)cc2)n1	0%	10%	16µM*
Cn1c(CN2CCN(C(=O)c3ccccc3)CC2)nc2cc([N+](=O)[O-])ccc21	3%	5%	?
CCCCC(=O)Nc1ccc(NC(=O)c2cnccn2)cn1	-3%	0%	2%
Cc1ccccc1CCNC(=O)c1cc2ccccn2n1	.	3%	?
CNc1nc(-c2ccccc2)[n+](-c2ccc(C)cc2)s1	20%	-3%	5.2µM*
N#Cc1c(/N=C\c2ccc(O)c([N+](=O)[O-])c2)sc2c1CCCC2	-14%	-8%	-29%
CN(C)C=NC(=O)c1cc(C(=O)c2ccc(Cl)cc2)c[nH]1	12%	5%	?
COc1ccc(-c2nc(CCl)cs2)cc1	-4%	7%	5.8µM*
CCn1cc(/C=N/O)c(C)n1	1%	5%	-9%
Cc1cccc(N2CC(C(=O)Nc3nnc(SCC(=O)Nc4nccs4)s3)CC2=O)c1 (stereo not given)	-2%	0%	0%
O=S(=O)(Nc1ccc(Cc2ccncc2)cc1)c1cccs1	3%	0%	-15%
Cc1ccc(-n2nc3c(N4CCC(C(=O)NCCc5ccccc5C)CC4)nnc(C)c3c2C)cc1	-3%	5%&0%	5.8µM*
CN(/N=C/c1ccc([N+](=O)[O-])o1)c1ccccc1	21%	10%	-20%
O=S(=O)(Nc1ccccc1C(F)(F)F)c1ccc(N2CCCCS2(=O)=O)cc1	.	9%	-17%
CCOC(=O)c1sc2nc(CC(=O)OC)nc(NCc3ccc(F)cc3)c2c1C	-12%	0%	16µM*
COc1ccc(-c2onc(C)c2C)cc1S(=O)(=O)N(C)Cc1ccccc1	.	-3%	23µM*
COc1ccccc1C(=O)NC(=O)CSc1nncn1C	-14%	0%	1%
CCc1ccc(NC(=O)COC(=O)/C=C/c2ccco2)cc1	.	25µM*	?
Cc1ccc(S(=O)(=O)N2CCN(C(=O)COC(=O)Cc3cccc(C(F)(F)F)c3)CC2)c(C)c1	-8%	.	?
CCn1ncc(/C=N\NC(=O)c2csc3ccccc23)c1C	2%	-1%	4.6µM*
O=C(c1ccccc1F)N1CCN(c2cnn(-c3cccc(Cl)c3)c(=O)c2Cl)CC1	-3%	-3%	21µM*
O=C(c1ccc(F)cc1F)N1CCCC(c2nc(-c3ccc(F)cc3)no2)C1 (stereo not given)	1%	5%	18µM*
COC(=O)c1ccc(NC(=O)Nc2ccc(F)cc2)cc1	6%	0%	13µM*
Cc1ccc(C2C3=C(CC(C)(C)CC3=O)N=C3c4ccccc4C(=O)C32)cc1 (stereo not given)	16µM*	8%	18µM*
CCc1nnc(NS(=O)(=O)c2ccc(NC(=O)c3cccc(Cl)c3)cc2)s1	6%	7%	5%
COc1ccc(NS(=O)(=O)c2cc(NC(=O)C3CC3)ccc2N2CCOCC2)cc1	-3%	-3%	-29%
CCOc1ccc(NC(=O)CN2C(=O)C3CCCN3C2=O)cc1 (stereo not given)	2%	3%	-10%
COC(=O)C/C=C/[C@@H](C)[C@@H](/C=N/OC[C@H]1O[C@H](c2ccccc2)C=C[C@@H]1Oc1ccc(OC)cc1)OC	5%	-5%	.
Cc1ccc2c(Cl)cc(Cl)c(OCC(=O)Nc3cccc(S(=O)(=O)N(C)C)c3)c2n1	-3%	2%	21µM*

# (list continues)
Structure	N370S GC mod	TDP1 inh	DT40 TDP1 no CPT
Fc1cccc(Cl)c1CNc1ccc(N2CCCC2)cc1	8%	9%	9.2µM*
CC(=O)Nc1ccc(S(=O)(=O)N(C2=NCC(C)S2)c2ccccc2)cc1 (stereo not given)	-10%	5%	-27%
CCCCCn1c(=O)c(F)cn(Cc2ccc(OC)c([N+](=O)[O-])c2)c1=O	2%	4%	-18%
OCC[C@H]1C[C@H](O)[C@@H](O)[C@@]2(Cc3ccccc3CCO2)O1	-1%	-2%	7%
O=C(NNS(=O)(=O)c1ccc(F)cc1)c1cccc(O)c1	-5%	4%	9%
CN(CC1CCN(CCc2cccc(C(F)(F)F)c2)CC1)C(=O)c1ccc(F)cc1F	-8%	.	?
Cc1c(CCC(=O)NCCc2ccc(Cl)cc2)c(=O)oc2c(C)c(O)ccc12	.	0%	-20%
Cc1cc(C(=O)N(C)C)sc1-c1ccccc1	?	2%[56.1 µM]	?
Cc1nc2ccc(NC(=O)Cc3ccc(Br)cc3)cc2s1	17%	.	-10%
COc1ccc2[nH]c(C(=O)N3CCNCC3)cc2c1OC	-14%	.	-1%
c1ccc(CSCCc2ccncc2)cc1	16%	5%	-30%
CC(=O)Oc1ccc(C(=O)[C@H]2[C@H]3C(=O)N(c4ccc(C)cc4)C(=O)[C@H]3[C@@H]3C=CC=NN32)cc1	1%	0%	?
CC1CCN(C(=O)c2nc[nH]c2C(=O)O[C@H](C)c2ccccc2)CC1	.	1%	-14%
Cc1nn(-c2ccccc2)c(OC(=O)c2cccc(Br)c2)c1S(=O)(=O)c1ccccc1	.	2%	2%
CC1(c2ccc(OC(F)F)cc2)NC(=O)N(CC(=O)Nc2ccc(OC(F)F)cc2)C1=O (stereo not given)	-5%	.	?
CN(C)S(=O)(=O)c1cccc(C(=O)NCC2CCCCC2)c1	5%	6%	?
CN(C)S(=O)(=O)c1ccc(C(=O)NCc2ccco2)cc1	27%	-3%	-2%
CCN(CC)c1ccc(CNCCCSc2nnnn2C)cc1	.	3%	?
O=C(CCC(=O)Nc1ccccc1Cl)NNC(=O)COc1ccc([N+](=O)[O-])cc1	.	-1%	23%
O=[N+]([O-])c1cccc(CSC2=NCCN2S(=O)(=O)c2ccccc2)c1	-6%	3%	-28%
CSc1ncccc1C(=O)NC1CCN(Cc2ccccc2)CC1	-4%	4%	9%
COc1ccc(CCN2C(=O)CN(C3CCCCCC3)C(=O)C2c2ccc(Cl)cc2)cc1OC (stereo not given)	.	10%	18µM*
COc1ccccc1CNc1ncnc2ccc(-c3cccnc3)cc12	-18%	16%[56.1 µM]	21µM*
COc1cc2c(cc1O)C(SC)=NC(C)(C)C2	-1%	7%	29µM*
O=C(CSc1ccc(-c2ccc(Br)cc2)nn1)N1CCOCC1	-3%	-2%	?

# The list goes on; the last two above are carried over.
Structure	N370S GC mod	TDP1 inh	DT40 TDP1 no CPT
COc1cc2c(cc1O)C(SC)=NC(C)(C)C2	-1%	7%	29µM*
O=C(CSc1ccc(-c2ccc(Br)cc2)nn1)N1CCOCC1	-3%	-2%	?
O=C(O)c1c(C(=O)O)c(-c2ccc(F)cc2)n2c1CCC2	3%	.	4%
Cc1c(N2C(=O)c3cccc4cccc(c34)C2=O)cnn1C	-2%	.	-20%
CCC12CN3CC(CC)(CN(C1)C3c1ccc(OCc3ccccc3)cc1)C2=O (stereo not given)	.	7%	?
Cc1cc2nc(-c3cccc(NC(=O)c4ccc(Br)o4)c3C)oc2cc1C	5%	-8%	23µM*
CCC1(C)CC(=O)c2c(ccc3oc(C(=O)NCc4ccccc4)c(C)c23)O1 (stereo not given)	.	5%	16µM*
Cn1ncc(Br)c1C(=O)N1CCCC1	5%	0%	6%
CN(C)/C=N/c1c(C#N)cnn1-c1ccccc1	-11%	4%	-20%
COc1ccc(S(=O)(=O)n2nc(C)c(S(=O)(=O)N3CCOCC3)c2C)cc1OC	-7%	3%	.
CCC(CC)C1=NN2C(=N)/C(=C\c3cc(C)n(-c4cccc(C)c4)c3C)C(=O)N=C2S1	11%	5%	-11%
CCc1c(C)nc2c(C#N)c(C)[nH]n2c1=O	1%	-1%	-4%
CCOC(=O)N1CCN(C(=O)c2ccc3c(=O)n(Cc4ccccc4)c(=S)[nH]c3c2)CC1	3%	6%	0%
O=C(c1cc(C(F)(F)F)cc(C(F)(F)F)c1)N1CCC2(CC1)CN(Cc1ccccc1)C2	-11%	.	?
CC(C)C(=O)Nc1cccc(C(=O)Nc2ccc(S(=O)(=O)Nc3nccs3)cc2)c1	0%	-2%	-10%
Cc1nn(-c2ccccc2)c2nc(C(F)F)cc(C(F)F)c12	.	56µM*	-15%
Cc1ccc(CNC(=O)COc2cc(O)c3c(c2)OC(C)(C)CC3=O)cc1	9%	.	?
O=C1c2ccccc2C(=O)N1CC(O)CN1CCOCC1 (stereo not given)	1%	-2%	6%
Cc1ccccc1-c1ncc(CN2CCN(C3CCCC3)C(CCO)C2)cn1 (stereo not given)	5%	-2%	-11%
Cc1cccc(CN2C3=NCCCN3c3ccccc32)c1	1%	.	15µM*
CCOc1ccc(NC(=O)CN2CCN(CC(=O)Nc3ccc4c(c3)OCCO4)CC2)cc1	-16%	11%	-9%
Nc1c(S(=O)(=O)c2ccccc2)c2nc3ccccc3nc2n1Cc1ccco1	20%	-3%	?
CCc1c(C)nc2ncnn2c1N1CCC(C(=O)N2CCN(c3ccc(F)cc3)CC2)CC1	5%	1%	15µM*
COc1ccc(CCNC(=O)/C(C#N)=C/c2ccc(OCC(=O)NCC3CCCO3)cc2)cc1OC (stereo not given)	1%	4%	?
CCCCC1CC(CSc2ncn[nH]2)OC1=O (stereo not given)	-3%	1%	-7%
Cc1cc2oc(C(=O)N(Cc3ccccc3)c3ccccn3)cc(=O)c2cc1Cl	13%	.	-6%
NS(=O)(=O)c1ccc(O)c(N2C(=O)c3cccc4c(C(=O)O)ccc(c34)C2=O)c1	-25%	-8%	11%
COc1ccccc1N(CC(=O)Nc1ccc2c(c1)OCCO2)S(=O)(=O)c1ccc(C)cc1	24%	6%	9.2µM*
COc1ccc(O)c(C(=O)c2cnc3c(c2)c(C)nn3C)c1	1%	2%	?
Cc1ccc(Nc2nc(CSc3nnc(-c4ccncc4)n3-c3ccccc3C)cs2)cc1	-6%	5%	12µM*
COc1ccc(CNC(=O)Cn2c(=O)oc3cc(S(=O)(=O)N4CCC(C)CC4)ccc32)cc1	.	4%	8.2µM*

# Record cards (already shown). Values in the order: N370S GC mod | TDP1 inh | DT40 TDP1 no CPT
# `COc1ccc(O)c(C(=O)c2cnc3c(c2)c(C)nn3C)c1` across the screens: 1% | 2% | ?
# `COc1ccc(CNC(=O)Cn2c(=O)oc3cc(S(=O)(=O)N4CCC(C)CC4)ccc32)cc1` across the screens: . | 4% | 8.2µM*

# Bioassay records (PubChem BioAssay)

# These rows are one share of the data; the hit share may differ from the screen's.
